Assay outcomes from PubChem BioAssay.
EBNA-1 inh = blocks EBNA-1 binding to DNA; hit rate 0.34% among 300,000; inhibition, % at 14.8 µM; AID 1950; EBNA-1 DNA binding, fluorescence polarization; in the data active = inhibition above about 28%
Efflux pump mplx = blocks antifungal efflux pumps in multiplex yeast assay | S. cerevisiae Candida pump triplex, Nile Red efflux | inhibition, % at 10 µM | AID 485275 | hit rate 0.44% among 330,000;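 active = plate passing quality check with inhibition over a set limit, or well fluorescence over plate mean plus 4 SD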;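 note: Nile Red retained in pooled yeast measured as flow cytometry median fluorescence; 0% = buffer negative control and 100% = Enniatin B positive control; higher means more Nile Red kept so more efflux inhibition; some compounds called inactive have numbers as strong as hits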
GLD-1 RNA inh = GLD-1-TGE RNA interaction inhibition (C. elegans). Q17339. purified GLD-1 + fluorescein TGE RNA, fluorescence polarization. inhibition, % at 5.96 µM. hit rate 0.44% among 320,000. AID 2280;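 active = percent inhibition above a per-plate cutoff, the plate mean of test compounds plus 3 SD, cut at about 30% in these data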;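 note: 0% = DMSO wells with GLD-1 and probe and 100% = wells lacking GLD-1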
Bcl-xL primary = inhibitors of human Bcl-xL. hit rate 0.7% among 320,000. Q07817. inhibition, % at 10.9 µM. GST-Bcl-xL / FITC-Bim BH3 peptide fluorescence polarization;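 active = inhibition above the mean of all tested compounds plus 3 SD, cutoff set per campaign, cut at about 30% in these data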;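 note: 0% = DMSO wells and 100% = unlabeled Bim-BH3 peptide competitor; inhibitors lower millipolarization by displacing the labeled peptide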
Target sequence (Q07817 whole entry, looked up): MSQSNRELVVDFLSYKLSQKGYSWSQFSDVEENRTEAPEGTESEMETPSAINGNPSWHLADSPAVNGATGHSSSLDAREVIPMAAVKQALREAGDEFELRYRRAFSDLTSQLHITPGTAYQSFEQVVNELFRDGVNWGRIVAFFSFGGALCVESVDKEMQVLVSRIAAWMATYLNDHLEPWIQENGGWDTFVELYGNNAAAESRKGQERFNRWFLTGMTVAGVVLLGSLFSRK
MCL1-BIM inh = inhibitors of human MCL1 binding to BIM-BH3 peptide | Q07820 | GST-MCL1 / FITC-Bim-BH3 fluorescence polarization | inhibition, % at 10.9 µM | hit rate 0.68% among 320,000 | AID 2057;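 active = inhibition above the mean inhibition of all tested compounds plus 3 SD, set per campaign, cut at about 40% in these data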;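 note: 0% = DMSO wells and 100% = unlabeled Bim-BH3 peptide control; higher means more loss of mP so more displacement of Bim peptide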
Target sequence (Q07820 whole entry, looked up): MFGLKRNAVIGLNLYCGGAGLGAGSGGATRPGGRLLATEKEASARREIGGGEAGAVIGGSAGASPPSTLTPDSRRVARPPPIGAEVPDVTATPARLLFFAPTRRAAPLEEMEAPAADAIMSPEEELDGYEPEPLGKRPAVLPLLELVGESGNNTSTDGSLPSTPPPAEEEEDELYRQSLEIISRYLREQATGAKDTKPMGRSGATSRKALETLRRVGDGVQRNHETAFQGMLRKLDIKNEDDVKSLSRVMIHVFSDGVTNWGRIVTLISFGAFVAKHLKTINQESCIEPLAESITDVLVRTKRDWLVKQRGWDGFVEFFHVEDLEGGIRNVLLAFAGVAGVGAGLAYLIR
Yeast superoxide = yeast age-related superoxide inhibition as caloric restriction mimetic; S. cerevisiae aged cells, superoxide DHE fluorescence; stronger effect = lower value; superoxide response (% of plate mean), % at 10 µM; hit rate 0.18% among 330,000; AID 2690;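 active = superoxide response under a set limit, about three screen SD below normal, cut at about 65% in these data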;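 note: yeast aged for seven days with compound at 30 °C before DHE staining; 100% = average MFI of all compound-treated wells on the plate with controls excluded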
ZTA counter = blocks Epstein-Barr virus ZTA, an EBNA-1 counter-screen; ZTA-DNA binding, fluorescence polarization; inhibition, % at 11 µM; hit rate 0.15% among 320,000; AID 2234; in the data active = inhibition above about 33%
Target sequence (P03206 whole entry, looked up): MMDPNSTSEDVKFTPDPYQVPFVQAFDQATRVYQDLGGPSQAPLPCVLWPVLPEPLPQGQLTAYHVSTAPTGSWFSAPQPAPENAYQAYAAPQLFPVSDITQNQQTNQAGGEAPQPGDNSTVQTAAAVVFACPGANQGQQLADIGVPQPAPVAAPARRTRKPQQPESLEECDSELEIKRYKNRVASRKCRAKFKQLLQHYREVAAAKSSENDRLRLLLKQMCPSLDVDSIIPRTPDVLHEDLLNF
Fam108B counter = Fam108B inhibition, counter-screen for RBBP9 inhibitors; recombinant Fam108B, FP-Rh probe fluorescence polarization; inhibition, % at 9.51 µM; hit rate 0.33% among 300,000; AID 1947;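 active = inhibition above the screen mean inhibition plus 3 SD, computed separately per campaign, cut at about 18% in these data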;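 note: inhibitors lower polarization as less probe binds the enzyme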
MEX-5 binding = C. elegans MEX-5 TCR-2 RNA binding activity; MEX-5/FITC-TCR2 RNA binding, fluorescence polarization; stronger effect = lower value; activity score (negative = inhibition of binding), % at 10 µM; hit rate 0.38% among 300,000;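 active = inhibition past about -25% in most replicates, and total fluorescence under double the plate's negative control median, limit read from the data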;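 note: 0% = DMSO and -100% = 5 µM competing unlabeled TCR2 RNA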
Starred values were filed as active, the others as inactive; . = not tested or not shown. An unsorted share of the library; any-hit rate near 2.3%.

SMILES,Bcl-xL primary,Yeast superoxide,GLD-1 RNA inh,EBNA-1 inh,MEX-5 binding,Fam108B counter,ZTA counter,MCL1-BIM inh,Efflux pump mplx
C=CCn1c(SCc2nc3ccccc3[nH]2)nnc1-c1ccccn1,5.3,100.1,6.0,15.2,2.7,5.0,1.1,3.4,-0.1
Cc1cccc2sc(NC(=O)CN(C)S(=O)(=O)c3ccc(Br)s3)nc12,1.6,103.5,-5.4,-7.0,-2.3,-30.8,4.1,-1.5,-0.2
CCOc1ccccc1C(=O)N(Cc1sccc1C)C1CCS(=O)(=O)C1 (centres undefined),0.1,109.8,-1.1,0.0,2.4,-0.7,-4.9,1.7,-0.2
O=C1C/C(=C/NCc2ccccc2)C(=O)N1,3.9,107.5,2.0,2.4,.,6.7,18.3,8.3,-0.1
NCCNc1ccc2nnnn2n1,2.6,106.3,17.4,-0.1,0.0,-1.7,-12.7,4.9,0.1
Cc1cc(NC(=O)CSc2nnc(CNC(=O)c3ccc(C(C)(C)C)cc3)o2)no1,0.7,93.8,2.8,5.3,0.3,7.0,4.3,2.2,0.1
Cc1noc(NS(=O)(=O)c2ccc(NC(=O)c3cc(-c4ccccc4Cl)nc4ccccc34)cc2)c1C,10.3,100.9,4.3,9.3,-1.1,2.7,20.3,6.9,-0.1
CCOc1ccc(S(=O)(=O)N2CC(=O)Nc3ccccc32)cc1,5.9,100.2,0.8,-8.0,-3.5,-1.9,-7.1,3.1,-0.2
CC(=O)c1c(C)[nH]c(C(=O)Nc2cc(F)ccc2C)c1C,19.8,121.2,15.5,-13.6,-2.1,0.3,16.4,15.4,0.3
Cc1cc(/C=N/Nc2nc(N)ncc2[N+](=O)[O-])c(C)n1-c1ccccc1F,4.7,82.2,0.1,1.1,0.0,1.9,12.2,9.3,-0.1
COc1ccc(N(CC(=O)Nc2cccc(OC)c2)S(=O)(=O)c2c(C)nn(C)c2C)cc1,2.9,89.6,-2.8,3.3,.,-0.1,-5.0,4.0,0.1
O=C1CCCN1c1ccc(S(=O)(=O)N2CCN(c3ccccn3)CC2)cc1,-3.9,108.0,11.7,2.4,-0.2,3.2,0.7,-4.1,0.0
COC(=O)CCC(NC(=O)OCc1ccccc1)C(=O)NC(CC(C)C)C(=O)OC (centres undefined),4.1,94.3,-3.4,4.2,-2.2,-0.6,3.2,0.2,0.0
COc1ccc(-c2cn3cccnc3n2)cc1NC(=O)C(C)C,5.0,101.7,1.6,-25.2,2.3,2.2,-13.7,2.9,-0.1
COc1ccccc1C(=O)Nc1sc2c(c1C#N)CCC2,1.2,99.8,4.3,-11.8,0.3,2.6,6.4,6.7,0.5
O=C(c1ccc2c3c(cccc13)CC2)C1CCCN(C(=O)c2cccnc2)C1 (centres undefined),0.6,120.8,7.8,-12.6,2.5,-2.4,7.5,-4.0,0.4
CCOP(=O)(OCC)c1nc(/C=C/c2ccccc2)oc1NCc1ccccc1,-4.2,102.4,-0.1,-9.1,-0.8,0.1,-1.1,-9.9,0.2
Cc1nnc(Nc2ccc(Cl)c(C(F)(F)F)c2)[nH]c1=O,0.4,100.1,-1.2,-3.9,2.6,-0.6,4.8,0.8,0.5
CC[N+](CC)(CCO)CCCN1C(=O)C2CC=C(Cl)CC2C1=O (centres undefined),4.4,101.2,2.5,-5.8,-0.9,1.9,5.4,-0.5,0.1
COc1ccc2cc(-c3ccccc3F)ncc2c1,0.0,103.1,-4.8,.,.,.,11.5,3.3,0.0

Some entries already given, limited to MCL1-BIM inh:
structure	MCL1-BIM inh
CCOP(=O)(OCC)c1nc(/C=C/c2ccccc2)oc1NCc1ccccc1	-9.9
COc1ccc2cc(-c3ccccc3F)ncc2c1	3.3
O=C1CCCN1c1ccc(S(=O)(=O)N2CCN(c3ccccn3)CC2)cc1	-4.1

The list goes on:
SMILES,Bcl-xL primary,Yeast superoxide,GLD-1 RNA inh,EBNA-1 inh,MEX-5 binding,Fam108B counter,ZTA counter,MCL1-BIM inh,Efflux pump mplx
CC(=O)c1c(C)[nH]c(C(=O)CSc2nc3ccc(C)cc3[nH]2)c1C,-3.0,105.4,3.5,6.8,1.1,1.8,6.0,-1.5,0.0
COc1ccc(/C=C(/C(=O)NCc2ccccc2)c2ccccc2)cc1,1.1,100.2,2.2,0.2,-1.7,-3.4,14.2,5.8,0.1
CC1CN(S(=O)(=O)c2ccc(C(=O)Nc3ccc(S(=O)(=O)Nc4nccs4)cc3)cc2)CC(C)O1 (centres undefined),-1.5,101.8,6.5,-2.4,-0.7,2.3,6.9,4.4,-0.4
O=C(OCC(=O)C12CC3CC(CC(C3)C1)C2)c1cnccn1,-10.9,98.6,1.8,-15.1,0.0,-6.1,-8.0,-8.7,0.3
O=C(O)C1Sc2[nH]c(=O)sc2C2c3cc(Cl)ccc3OC(=O)C12 (centres undefined),14.6,97.8,9.7,-11.2,-8.0,-2.6,3.4,13.4,0.5
CCOC(=O)C(=O)Nc1sc(C(=O)N2CCOCC2)c(C)c1C#N,5.0,100.0,2.2,-3.4,2.1,-3.9,2.4,2.7,-0.1
Cc1cccc(NC(=O)c2cc(-c3ccco3)nc3ccccc23)n1,15.8,110.0,7.0,-5.5,-3.2,-4.1,3.7,13.9,0.3
CN(C)CCCNC(=O)COc1ccc(Br)cc1Cl,-1.9,90.2,-2.7,-11.1,0.5,1.0,-11.7,4.6,-0.3
O=C(O)C1CCCCC1C(=O)Nc1ccccc1Nc1ccccc1 (centres undefined),2.1,97.0,0.8,-10.5,-1.2,-4.0,4.4,3.0,0.6
C[C@H]1C=C(C(=O)N2CCOCC2)O[C@@H](OCc2ccc(CO)cc2)C1,3.2,.,0.3,10.7,0.6,7.8,-7.8,7.4,.
CCc1ccc(CNC(=O)Cn2nc(-c3ccc(C)cc3)ccc2=O)cc1,3.2,109.2,-1.8,5.7,-1.5,3.2,4.4,0.7,-0.2
O=C(N/C(=C/c1cccnc1)C(=O)N1CCOCC1)c1ccccc1F,2.4,80.1,-1.8,-0.9,-0.6,-0.2,-0.8,-2.4,0.0
Cn1ncc2c(Nc3ccc4ccccc4c3)ncnc21,-1.0,90.4,3.1,-15.0,0.9,1.3,-15.3,0.9,-0.1
CCOc1ccc(C(=O)NC(=S)Nc2ccc(NC(=O)c3ccco3)c(C)c2)cc1[N+](=O)[O-],3.1,99.3,1.8,14.3,0.1,3.0,15.2,15.8,0.3
CC(=O)Nc1ccc(S(=O)(=O)NCCC(=O)N2CCCCC2)cc1,-1.9,89.2,1.2,-1.2,-0.5,4.9,-2.8,3.2,0.2
O=C(Cc1cccs1)NCc1ccc2c(c1)OCO2,4.6,89.0,-0.6,-6.3,0.2,0.9,-9.5,-4.9,0.0
C[C@H]1[C@H](C)CC[C@]2(C)CC[C@]3(C)C(=CC[C@@H]4[C@@]5(C)CC[C@@H](O)[C@](C)(C(=O)O)[C@@H]5CC[C@]43C)[C@H]12,-2.4,92.9,5.2,27.4,-7.8,2.1,6.5,-1.9,0.3
C=CCN(C(=O)CCC(=O)Nc1cc(C)on1)C(C(=O)NC(C)(C)C)c1cccc(OC)c1OC (centres undefined),0.3,96.6,-1.5,6.2,0.2,-5.1,20.4,-1.3,-0.1
OC(CN1CCN(c2ccccc2)CC1)Cn1c2ccccc2c2ccccc21 (centres undefined),1.6,93.3,-5.8,-1.8,-2.3,5.5,-2.4,7.7,0.0
CCOC(=O)C1=C(C)NC(=O)NC1c1ccc(OCC(=O)OC)c(OC)c1 (centres undefined),6.4,94.6,-5.5,8.7,-3.2,3.4,2.6,7.5,-0.1
S=C(NCc1ccc2c(c1)OCO2)Nc1ccc2nsnc2c1,10.4,105.9,1.7,-16.0,-9.1,-1.8,5.9,5.4,0.6
Cc1cc(/C=C2\SC(=O)N(C)C2=O)c(C)n1-c1ccc(O)cc1,12.4,104.3,11.3,-8.5,-0.7,1.8,2.7,16.0,0.1
CNC(=O)c1nn(-c2ccc(C)cc2)ccc1=O,3.4,116.7,4.5,-3.4,0.7,3.7,18.8,10.6,-0.2
OCCC1CN(Cc2cccc3c2OCO3)CCN1C1CCCCC1 (centres undefined),5.1,99.4,7.6,1.0,-3.0,-2.4,-1.8,7.3,-0.1
CC(C)NC(=O)c1ccc(-c2ccccc2C(F)(F)F)o1,6.7,84.4,1.9,10.8,0.6,-0.6,6.6,5.5,-0.2
C/C(=N\NC(=O)NC1CCCCC1)C1CCCCC1,1.4,90.8,-2.5,0.8,1.0,-1.6,-2.1,2.2,-0.1
COc1ccccc1OCCNC(=O)C(CCSC)NC(=O)COc1ccccc1 (centres undefined),-0.3,100.2,-5.8,.,.,.,-9.2,-3.8,0.1
Cc1ccc(-c2cc3nc(C)cc(C)n3n2)cc1,3.2,106.2,-1.1,14.6,0.5,1.6,6.3,6.3,-0.2
CCCCCCC/C(C)=N/NC(=O)CC(=O)NCCc1ccccc1,-1.4,107.0,-2.8,0.1,0.9,-1.2,-0.9,0.7,0.1
Cc1cc(C(=O)CNCc2ccco2)c(C)n1-c1ccc(F)cc1,4.6,111.8,3.4,-13.1,-2.6,-5.1,4.4,2.5,0.2
COc1ccc(S(=O)(=O)N(C)CC(=O)N2CCN(Cc3ccccc3)CC2)cc1C,5.9,104.3,6.7,2.4,.,2.4,-1.7,7.3,0.1
NC(=O)c1ccc(NC(=O)CS(=O)(=O)c2cn(CC(=O)N3CCCCC3)c3ccccc23)cc1,2.1,107.2,6.7,-4.9,-1.7,-1.9,-7.8,0.8,-0.1
Cc1ccc(/C=N/Nc2nncc(-c3ccccc3)n2)o1,-2.8,114.6,-2.0,-0.4,0.3,6.5,-14.5,3.8,0.0
COCc1nc2ccccc2n1Cc1ccc(Br)cc1,-2.9,98.5,2.3,-10.7,-0.9,-1.3,-4.1,-1.8,0.1
O=C(CCS(=O)(=O)c1ccccc1)Nc1ccccn1,-0.4,101.7,7.5,-6.7,2.9,-0.3,-3.2,1.5,-0.3
CCS(=O)(=O)c1ccc(C(=O)Nc2ccccc2OC)c(Cl)c1Cl,-1.4,95.2,2.4,-12.2,-0.8,-0.2,-19.4,-10.4,-0.3
C=CC[C@]12C[C@@H](OC)C(=O)C=C1O[C@@H](c1ccc(OC)c(OC)c1)[C@H]2C,1.5,96.0,2.0,-0.6,0.1,0.8,7.7,5.6,0.3
c1cnc2ccc(-c3ccc4ncccc4c3)cc2c1,5.1,90.3,-4.4,-7.6,-1.9,-1.6,-12.8,-0.5,0.0
COc1ccc(C(=O)CCS(=O)(=O)c2ccc(F)cc2)cc1OC,3.1,99.8,-1.3,-0.1,1.3,-1.3,4.0,-3.7,0.0
Cc1cccc(OCCOC(=O)c2ccc(F)c(S(=O)(=O)N3CCOCC3)c2)c1,-2.8,104.2,2.4,.,.,.,9.9,-6.5,0.1
COc1ccc(-c2c3c(cc4ncn(Cc5ccccc5)c24)COC3=O)cc1,1.3,92.1,4.1,.,.,.,-20.0,-2.3,0.0
